Source: PubChem (Southern Research Specialized Biocontainment Screening Center)
inhibitors of VEEV: inhibitors of VEEV TC-83 cytopathic effect, confirmation, Vero cells (AID 588727); Vero cells, VEEV TC-83 cytopathic effect inhibition; higher % means a stronger effect; one-dose inhibition, % at 20 µM; IC50 in µM for titrated hits; 0.13% of 350,000 active; in the data active = a potency from the dose series; inconclusive = inhibition mostly from about 14% at the one dose, without a potency; inactive = the rest, 99 in 100 with inhibition below about 12%; note: strong numbers were not always called active
PhoP GFP inhibition: Inhibition of PhoP regulon, Salmonella typhi GFP reporter cells, confirmation, 4 h (AID 1850); inhibition, % at 50 µM, or IC50 in µM where a hit was titrated; 0.33% of 310,000 active; Salmonella Typhi PhoP-promoter GFP reporter, fluorescence, 4 h; higher % means a stronger effect; in the data active = a potency from the dose series; inconclusive = inhibition mostly from about 25% at the one dose, without a potency; inactive = the rest, 99 in 100 with inhibition below about 19%;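 note: 0% = induced wells with vehicle and 100% = uninduced wells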
M. tuberculosis: growth inhibition of non-replicating M. tuberculosis (AID 488890); Mycobacterium tuberculosis non-replicating, growth inhibition; higher % means a stronger effect; inhibition, % at 25 µM; hits with a dose series show IC50 in µM; 0.39% of 320,000 active; in the data active = a potency from the dose series; inconclusive = inhibition mostly from about 82% at the one dose, without a potency; inactive = the rest, 99 in 100 with inhibition below about 76%;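 note: plate controls were DMSO cells for no effect and high antibiotic wells for full effect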
H1N1 NS1A inhibition: H1N1 influenza NS1A inhibitors, functional cell based assay (AID 504329). NS1A functional cell-based assay, percent inhibition; higher % means a stronger effect. inhibition, % at 12.5 µM; hits with a dose series show IC50 in µM. 0.3% of 340,000 active; in the data active = a potency from the dose series; inconclusive = inhibition above about 27% without an active follow-up result; note: strong numbers were not always called active
H37Rv inhibition: M. tuberculosis growth inhibition, HTS (AID 449762) | M. tuberculosis H37Rv growth inhibition, 7H9 media; higher % means a stronger effect | one-dose inhibition, % at 25 µM; IC50 in µM for titrated hits | 0.59% of 330,000 active; in the data active = a potency from the dose series; inconclusive = inhibition above about 70% without an active follow-up result;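 note: bacterial growth assessed after seven days of incubation; strong numbers were not always called active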
inhibitors of VEEV 10K pilot screen: second read-out of inhibitors of VEEV, no call of its own (marks repeat the call); inhibition, %; measured here: 10K pilot screen inhibition
The depositor's hits bear a star; i = inactive; u = inconclusive; x = no result given.

SMILES	inhibitors of VEEV	PhoP GFP inhibition	M. tuberculosis	H1N1 NS1A inhibition	H37Rv inhibition	others
CCCCOc1ncnc2c1[nH]c1ccc(OCC)cc12	1.0%	4%	5%	-4%	3%
CC(=O)c1ccc(OCc2cc(C(=O)N3CCN(c4ccccc4)CC3C)no2)cc1 (configuration not stated)	2.8%	-1%	66%	1%	12%
Cc1ccc2nc(NC(=O)CSCC(=O)Nc3cc(C)on3)sc2c1	1.0%	x	-14%	8%	-8%
COc1cc(Nc2nc(SCC#N)nc3ccccc23)cc(OC)c1OC	2.4%	-3%	6%	7%	-3%
CCCCSC(=S)N(C)C1CCS(=O)(=O)C1 (configuration not stated)	1.1%	13%	-2%	-25%	-6%
CCn1cnc2sc(C(=O)Nc3ccccc3OC)c(C)c2c1=O	3.8%	8%	9%	13%	5%
O=C1CCC(C(=O)NCCN2C(=O)S/C(=C\c3cccnc3)C2=O)=NN1	i	9%	-7%	0%	5%
O=C(c1ccc2c(c1)OCO2)N1CCC2(CC1)OCCO2	3.0%	0%	-11%	11%	4%
CC(Sc1nc2ccccc2[nH]1)C(=O)Nc1ccccc1F (configuration not stated)	2.8%	-6%	26%	-3%	1%
CC[C@]12c3[nH]c4ccccc4c3CCN1C(=O)C(CC(=O)NCCCN(C)C)C[C@@H]2C(=O)N1CCN(C(=O)c2ccco2)CC1 (some centres not stated)	i	x	21%	-6%	1%
COC(=O)CN1C(=O)[C@H]2[C@@H](c3ccc(C)o3)N3C(=O)CN(CCO)C(=O)[C@@]3(Cc3ccccc3)[C@H]2C1=O	1.4%	-4%	-3%	-6%	-2%
CC(C)(O)[C@H]1O[C@H]2CC[C@@]3(C)[C@@](O)(CC[C@H]4Cc5c([nH]c6ccccc56)[C@@]43C)C2=CC1=O	x	0%	26%	x	42µM*
O=C(NCCC1CCCCN1S(=O)(=O)c1cccs1)C(=O)Nc1ccccc1 (configuration not stated)	0.3%	-3%	20%	-4%	6%
CC(C)Cn1c(=S)[nH]c2cc(C(=O)O)ccc2c1=O	0.2%	-3%	4%	-8%	-11%
O=S(=O)(c1ccc(F)c(F)c1)N1CCCc2ccccc21	i	-18%	6%	17%	0%
CC(C)(C)NS(=O)(=O)c1ccc(NS(C)(=O)=O)cc1	i	-4%	0%	9%	-6%
O=C(Nc1ccccc1)Nc1ccc(C(F)(F)F)cn1	i	4%	17%	1%	5%
Cc1cc(C)nc(NS(=O)(=O)c2ccc(NC(=O)COc3ccccc3)cc2)n1	1.7%	0%	13%	0%	-3%
Cc1cc(C)cc(NC(=O)C(C)N2C(=O)c3ccccc3C2=O)c1 (configuration not stated)	0.9%	-6%	7%	2%	12%
CCc1ccccc1NC(=O)C(Cc1cccc(OC)c1OC)c1nn[nH]n1 (configuration not stated)	i	7%	2%	-4%	1%
CN(CC(=O)Nc1cccc(F)c1)C(=O)c1cc(S(=O)(=O)N(C)C)ccc1N1CCCC1	3.4%	-7%	18%	19%	-3%
CCc1c(C(=O)NNC(=S)NCC(C)C)csc1C	i	-8%	-2%	3%	-11%
CCN(CC)C(=O)c1ccccc1NS(=O)(=O)c1cccs1	4.6%	-6%	-8%	20%	-5%
Cc1cc(=O)oc2c(C)c(OCC(=O)N3CCN(Cc4ccc5c(c4)OCO5)CC3)ccc12	1.1%	1%	15%	-2%	-1%
O=C(NN=C1CCCC1)c1sc2ccccc2c1Cl	i	-2%	u	-4%	u
Cc1cc(C)cc(NC(=O)C(=O)NCc2ccccn2)c1	0.1%	-4%	23%	-4%	2%
COc1cccc2cc(C(=O)NCc3ccccn3)c(=O)oc12	8.8%	5%	11%	-15%	-7%
O=C(Nc1ccc(S(=O)(=O)N2CCc3ccccc3C2)cc1)c1ccccc1	5.0%	-9%	2%	1%	-6%
CN(C)CCNC(=O)c1[nH]nc2c1CCc1ccccc1-2	0.5%	2%	-7%	-5%	5%
Cc1ccc(S(=O)(=O)NCCC(=O)Nc2cc(F)ccc2C)cc1C	i	10%	1%	-1%	11%

A portion of the results above:
SMILES	inhibitors of VEEV	PhoP GFP inhibition	M. tuberculosis	H1N1 NS1A inhibition	H37Rv inhibition	others
CC(C)Cn1c(=S)[nH]c2cc(C(=O)O)ccc2c1=O	0.2%	-3%	4%	-8%	-11%
O=S(=O)(c1ccc(F)c(F)c1)N1CCCc2ccccc21	i	-18%	6%	17%	0%
CC(C)(C)NS(=O)(=O)c1ccc(NS(C)(=O)=O)cc1	i	-4%	0%	9%	-6%
O=C(Nc1ccccc1)Nc1ccc(C(F)(F)F)cn1	i	4%	17%	1%	5%
Cc1cc(C)nc(NS(=O)(=O)c2ccc(NC(=O)COc3ccccc3)cc2)n1	1.7%	0%	13%	0%	-3%
Cc1cc(C)cc(NC(=O)C(C)N2C(=O)c3ccccc3C2=O)c1 (configuration not stated)	0.9%	-6%	7%	2%	12%
CCc1ccccc1NC(=O)C(Cc1cccc(OC)c1OC)c1nn[nH]n1 (configuration not stated)	i	7%	2%	-4%	1%
CN(CC(=O)Nc1cccc(F)c1)C(=O)c1cc(S(=O)(=O)N(C)C)ccc1N1CCCC1	3.4%	-7%	18%	19%	-3%
CCc1c(C(=O)NNC(=S)NCC(C)C)csc1C	i	-8%	-2%	3%	-11%
CCN(CC)C(=O)c1ccccc1NS(=O)(=O)c1cccs1	4.6%	-6%	-8%	20%	-5%
Cc1cc(=O)oc2c(C)c(OCC(=O)N3CCN(Cc4ccc5c(c4)OCO5)CC3)ccc12	1.1%	1%	15%	-2%	-1%
O=C(NN=C1CCCC1)c1sc2ccccc2c1Cl	i	-2%	u	-4%	u
Cc1cc(C)cc(NC(=O)C(=O)NCc2ccccn2)c1	0.1%	-4%	23%	-4%	2%
COc1cccc2cc(C(=O)NCc3ccccn3)c(=O)oc12	8.8%	5%	11%	-15%	-7%
O=C(Nc1ccc(S(=O)(=O)N2CCc3ccccc3C2)cc1)c1ccccc1	5.0%	-9%	2%	1%	-6%
CN(C)CCNC(=O)c1[nH]nc2c1CCc1ccccc1-2	0.5%	2%	-7%	-5%	5%
Cc1ccc(S(=O)(=O)NCCC(=O)Nc2cc(F)ccc2C)cc1C	i	10%	1%	-1%	11%

Next section.
SMILES	inhibitors of VEEV	PhoP GFP inhibition	M. tuberculosis	H1N1 NS1A inhibition	H37Rv inhibition	others
CC(C)c1nnc(NC(=O)CSc2nnc(-c3ccco3)o2)s1	1.5%	7%	4%	16%	-6%
COC(=O)c1c(NC(=O)C2CCCO2)sc2c1CCC2 (configuration not stated)	0.6%	1%	-10%	3%	2%
COc1cc(/C=C/C(=O)O)cc(S(=O)(=O)Nc2cc(C(F)(F)F)ccc2N2CCOCC2)c1OC	2.7%	x	17%	-10%	5%
COc1ccccc1C(=O)NCCC(=O)NCC(C)(C)N1CCOCC1	2.0%	-11%	-16%	-14%	-16%
O=C(COc1ccccc1[N+](=O)[O-])Nc1ccc2c(c1)CCC2	0.2%	x	-15%	3%	-14%
COc1ccc(CNC(=O)CSc2n[nH]c(C)c2[N+](=O)[O-])cc1	0.1%	-3%	2%	-2%	7%
Cc1c(Cl)c([N+](=O)[O-])nn1CC(=O)NCc1cccs1	0.1%	-6%	-3%	-6%	-2%
CN(Cc1ccccc1)Cc1nc2scc(-c3ccccc3)c2c(=O)[nH]1	3.3%	2%	80%	-11%	0%
Cn1c2c(c(=O)n(C)c1=O)C(NS(=O)(=O)c1ccccc1)(C(F)(F)F)C(=O)N2 (configuration not stated)	0.6%	-2%	-8%	3%	-1%
Cc1ccc(NS(=O)(=O)c2ccc(NC(=O)C3CCCO3)cc2)cc1 (configuration not stated)	i	-18%	3%	-5%	4%
CCC(=O)c1ccc(OCC(O)CN2C(=O)NC(C)(C)C2=O)cc1 (configuration not stated)	0.5%	-13%	-11%	-5%	-9%
Cc1cc(C)cc(NC(=O)C(OC(=O)c2cccs2)c2ccccc2)c1 (configuration not stated)	i	-6%	-19%	17%	-1%
C[C@@H]1CN(C(=O)c2nc3ccc(Cl)cn3c2CN2CCc3sccc3C2)C[C@H](C)O1	0.8%	3%	-19%	4%	-7%
Cc1ccc(N2CC(C(=O)NCc3ccc4c(c3)OCO4)CC2=O)cc1C (configuration not stated)	0.5%	-11%	4%	-2%	-11%
COCc1cc(C)[nH]c(=O)c1C(=O)NC12CC3CC(CC(C3)C1)C2	i	-4%	28%	3%	2%
Cc1ccc(S(=O)(=O)NCC(C)n2nc(C)nc2C)cc1 (configuration not stated)	0.2%	-1%	1%	13%	3%
CC(=O)C1=C(C)NC(SCC(N)=O)=C(C#N)C1CC(C)C (configuration not stated)	1.0%	-9%	1%	1%	1%
COc1ccc(C(=O)NCCCNC(=O)c2cccnc2)cc1Br	9.2%	-9%	-17%	-13%	-2%
Cc1cc(=O)c2ccccc2n1Cc1ccccc1	i	0%	71%	3%	64%
O=C(COc1ccc(Cl)cc1Cl)NCCCNC(=O)c1cnccn1	0.3%	8%	2%	-18%	0%
Cc1ccccc1NC(=O)Cc1nc(COC(=O)c2ccc(Cl)nc2)cs1	5.1%	-5%	58%	-3%	70%
COc1cccc(OCc2cc(C(=O)NCCc3cccc(C)n3)no2)c1	1.0%	-9%	0%	-5%	12%
Cc1cccc(Nc2nc(N)nc(CN3CCC(C)CC3)n2)c1C	0.7%	-15%	34%	-6%	46%
COc1cccc(C(=O)N/N=c2/oc3ccccc3cc2C(N)=O)c1	10%	-3%	31%	-5%	-5%
O=C(NC(=S)NCc1ccc(F)cc1)c1ccccc1	1.9%	0%	28%	25%	-2%
CCc1cc2c(=O)n(-c3ccc(C)cc3)cnc2s1	3.4%	-5%	40%	-11%	1%
Cc1ccc(NC(=O)CSc2nc3ncc(Br)cc3[nH]2)cc1C	2.7%	3%	70%	5%	u
C/C(=N\NC(=O)c1nn(C)cc1Br)c1cccc(NC(=O)c2ccncc2)c1	1.6%	-1%	-24%	-4%	2%
Cc1ccccc1NC(=O)Cc1nc(COC(=O)CCc2ccccc2)cs1	5.1%	x	63%	13%	0%
COCCNC(=O)CCc1ccc(S(=O)(=O)Nc2ccc(C)cc2)cc1	i	1%	x	6%	x
COc1ccccc1OCC(O)CN1CCN(C(=O)c2ccccc2)CC1 (configuration not stated)	0.5%	-6%	4%	-14%	7%
CC(Sc1nc(-c2ccccc2)cc(C(F)(F)F)n1)C(=O)N1CCCCC1 (configuration not stated)	5.6%	-3%	6%	-2%	5%
Cc1ccc([N+](=O)[O-])cc1N=C(c1cccc(Br)c1)N1CCOCC1	0.5%	2%	22%	24%	4%
CCOC(=O)CNC(=S)N(Cc1ccccc1F)C1CCCCC1	0.9%	-7%	21%	10%	13%
O=C(CSc1nccc(=O)[nH]1)NCc1ccc2c(c1)OCO2	1.1%	-4%	-5%	1%	-12%
C=C(C)CN(CC)C(=O)CC1C(=O)NCCN1Cc1c(F)cccc1Cl (configuration not stated)	0.8%	-6%	-18%	2%	-3%
O=C(CSc1nnc(-c2ccc3c(c2)OCO3)n1-c1ccccc1)c1ccccc1	0.8%	3%	6%	-8%	-1%
CC(=O)Nc1ccc(/C=N/Nc2nc3ccccc3s2)cc1	1.6%	x	x	0%	x
C[C@@H]1CCC(=O)N(C[C@@H](C)CC#N)CC1	i	-7%	-14%	1%	0%
O=C(O)C[C@H]1c2ccccc2S(=O)(=O)N1C1CCCCC1	i	0%	8%	-12%	4%
Cc1cccc(C)c1Nc1nnc(SCC(=O)NCCCN2CCCC2=O)s1	1.7%	x	7%	-10%	1%
COc1ccc(OC)c(NC(=O)c2cccc(S(=O)(=O)N(Cc3ccccc3)c3ccccc3OC)c2)c1	5.7%	-8%	34%	1%	8%
Nc1nc(CN2CCC(Cc3ccccc3)CC2)nc(Nc2ccccc2)n1	0.6%	16%	77%	-11%	30%
COc1ccc(-c2nc3n(c(=O)c2C#N)CCS3)cc1OC	0.4%	-1%	5%	7%	-5%
CC(C)C(c1nnnn1C1CCCC1)N(C)C1CCCCC1 (configuration not stated)	i	4%	6%	-6%	1%
Cc1cccc(NC(=O)CC2CCC2)c1	2.6%	6%	15%	-4%	-9%
c1ccc(C(c2nnnn2Cc2ccco2)N2CCN(c3nc4ccccc4s3)CC2)cc1 (configuration not stated)	6.7%	-16%	24%	9%	-4%	inhibitors of VEEV 10K pilot screen=6.5
O=C(NCc1ccco1)c1cc(-c2ccco2)on1	8.1%	5%	70%	10%	-8%
